SUMO Mot1 rescue = SUMOylation pathway inhibition by Mot1-301 growth rescue | S. cerevisiae Mot1-301 growth rescue, ATP luminescence, 38.5C; percent above DMSO median, 100 means doubled | growth rescue, % at 18.8 µM | actives 1% (n = 320,000);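 active = every valid replicate shows activation above 250% relative to neutral control wells; inactive = the rest, any valid replicate at or below 250%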;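 also: OY570 slx delta 5 strain wells were the positive control but not used for scaling; some compounds called inactive have numbers as strong as hits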
CDK5 inh = CDK5/p35 (human) kinase inhibition | inhibition, % at 10 µM | Q00535+Q15078 | actives 0.01% (n = 330,000) | AID 488839 | Recombinant CDK5/p35, ADP-Glo luminescence, 60 min;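 active = highest replicate inhibition of at least 50% and at least 75% of replicates reaching 50%; inconclusive = only one of the two criteria met; inactive = both criteria failed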;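 also: plate controls were DMSO neutral control for no effect and GW8510 at 10 µM for full effect; many of its hits are not listed in these tables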
Target sequence (Q00535 whole entry, looked up): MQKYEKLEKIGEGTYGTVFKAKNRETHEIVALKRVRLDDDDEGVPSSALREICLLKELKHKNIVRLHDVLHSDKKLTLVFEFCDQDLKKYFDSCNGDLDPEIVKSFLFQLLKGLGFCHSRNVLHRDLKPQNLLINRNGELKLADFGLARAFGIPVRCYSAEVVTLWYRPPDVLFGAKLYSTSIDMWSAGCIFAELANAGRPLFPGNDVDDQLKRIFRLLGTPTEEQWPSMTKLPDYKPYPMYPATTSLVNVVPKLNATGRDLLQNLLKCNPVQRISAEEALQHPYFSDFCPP
Target sequence (Q15078 whole entry, looked up): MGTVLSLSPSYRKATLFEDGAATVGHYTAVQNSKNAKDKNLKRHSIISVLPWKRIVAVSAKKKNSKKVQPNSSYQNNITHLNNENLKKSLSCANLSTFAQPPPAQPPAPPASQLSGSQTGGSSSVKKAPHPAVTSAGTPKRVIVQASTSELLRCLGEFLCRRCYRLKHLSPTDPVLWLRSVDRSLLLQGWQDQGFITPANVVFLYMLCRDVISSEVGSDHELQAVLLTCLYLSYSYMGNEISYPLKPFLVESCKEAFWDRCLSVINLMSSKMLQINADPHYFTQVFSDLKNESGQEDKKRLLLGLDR
PKA-R1A activ = PKA-R1A complex activation. P00514+P68181. PKA-R1A dissociation, Cy5-IP20 fluorescence polarization; scaled: DMSO 0%, 113 µM cGMP 100%. activation, % at 11.4 µM. actives 0.083% (n = 340,000). AID 504707;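 active = percent activation above the mean of all tested compounds plus 3 SD, cut at about 19% in these data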;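 also: higher means more PKAc released from R1A so a rise in polarization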
Arr AP2 block = blocks beta-arrestin peptide binding to AP2 adaptin | actives 0.31% (n = 340,000) | AID 504490 | FITC-arrestin peptide / GST-AP2 beads, flow cytometry; AP2 beta2 appendage carries R879A mutation | inhibition, % at 10 µM;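 active = inhibition above a set limit, near 3 SD of compounds lacking own fluorescence, cut at about 54% in these data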;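 also: plate controls were DMSO wells for no effect and 5 µM unlabelled arrestin peptide for full effect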
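Assay system: GST-AP2 R879A bound to glutathione beads, E. coli-expressed; Medium: PBS with 0.05% Tween 20 and 0.1% BSA; Also added: fluorescein-tagged arrestin peptide at 50 nM final; Timing: 12 min plus 1 h, RT; Measured by: flow cytometry, FL1 (488/535 nm); Evaluation: percent drop in bead-associated FITC signal.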
dFosB act = activators of mouse delta FosB homodimer. AID 493131. purified delta FosB, TAMRA-CDK5 oligo fluorescence polarization; percent of positive-control signal above neutral wells. activation, % at 25 µM. P13346. actives 0.99% (n = 340,000);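 active = mean activation above about 17%, with every replicate also reaching it, limit read from the data, passing the limit was not always enough; inconclusive = only one of the two conditions met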;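 also: fluorescence polarization rise as delta FosB binds a TAMRA Cdk5 AP-1 oligo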
Target sequence (P13346 whole entry, looked up): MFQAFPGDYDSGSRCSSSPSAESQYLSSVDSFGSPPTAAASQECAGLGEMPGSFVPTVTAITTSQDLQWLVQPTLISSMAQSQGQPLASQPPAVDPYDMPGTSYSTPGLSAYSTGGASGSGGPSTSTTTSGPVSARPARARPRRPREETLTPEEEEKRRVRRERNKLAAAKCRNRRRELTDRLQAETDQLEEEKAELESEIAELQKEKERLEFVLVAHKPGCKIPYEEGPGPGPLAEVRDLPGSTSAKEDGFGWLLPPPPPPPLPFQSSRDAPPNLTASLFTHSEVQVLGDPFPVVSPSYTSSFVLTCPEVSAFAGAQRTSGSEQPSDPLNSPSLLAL
PKA-R2B activ = activators of human PKA-R2B complex | actives 0.079% (n = 340,000) | P22694+P31323 | activation, % at 11.4 µM | PKA-R2B holoenzyme dissociation, Cy5-IP20 fluorescence polarization; R2B truncated from residue 108, S112A mutant; 0% DMSO only, 100% 113 µM cGMP;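 active = activation above a cutoff set at the mean over all compounds plus 3 SD, cut at about 18% in these data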;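 also: higher means more holoenzyme dissociation and a rise in polarization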
Pemphigus Ab inh = blocks pemphigus antibody binding to human desmoglein-3; actives 0.48% (n = 310,000); binding (percent of control), % at 10 µM; AID 588358; P32926; DSG3-coupled beads, scFv-anti-DSG3-GFP binding, flow cytometry; active compounds read low;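 active = binding more than 3 SD below its plate's average and above zero; inconclusive = below that plate limit but binding exactly zero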;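 also: hits lower antibody fragment binding to DSG3; some compounds called inactive have numbers as strong as hits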
SR-BI DiI-HDL act = SR-BI HDL lipid transfer activation. CHO ldlA[mSR-BI] cells, DiI-HDL uptake fluorescence, 3 h; 100 = double the neutral-control signal. activation, % at 12.5 µM. actives 0.096% (n = 320,000). AID 504775;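 active = mean replicate activation of at least 60% and every replicate at or above 60%; inconclusive = mean or all-replicate condition met, but not both; inactive = mean below 60% and not all replicates reaching 60%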;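 also: 0% = median plate neutral-control signal and 100% = twice that signal; values of inactives mirror those of a sister screen read the other way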
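Assay system: CHO ldlA[mSR-BI] cells, LDL receptor-null, SR-BI overexpressing; medium: Ham's F12 with 0.5% BSA, HEPES 25 mM, pH 7.4; also added: DiI-HDL 10 µg/mL; timing: 3 h uptake period with compound, 37 °C; signal: DiI fluorescence, bottom read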
NSD2 inh = inhibitors of human histone methyltransferase NSD2; O96028; NSD2 peptide methylation, AlphaScreen, 120 min; inhibition, % at 12.5 µM; actives 0.54% (n = 310,000); AID 743445; in the data active = inhibition above about 50%
SR-BI HDL uptake = mouse SR-BI HDL lipid transfer inhibition. Q61009. ldlA[mSR-BI] CHO cells, DiI-HDL uptake fluorescence, 3 h. inhibition, % at 12.5 µM. actives 0.96% (n = 320,000). AID 488896;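 active = mean replicate inhibition of at least 70% and a set share of replicates each scoring 70 or more; inconclusive = meets just one of the two criteria; inactive = fails both criteria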;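 also: 0% = median of neutral control wells and 100% = median of positive control wells; values of inactives mirror those of a sister screen read the other way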
MITF TRPM1 HTS = activators of MITF-driven TRPM1 promoter activity in SK-MEL-5 cells; actives 0.75% (n = 300,000); activation, % at 12.5 µM; SK-MEL-5 TRPM1-promoter luciferase, 24 h; % of positive control, neutral wells = 0;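 active = mean activation of at least 80% with every replicate also reaching 80%; inconclusive = mean reaches 80% but some replicate falls short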;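 also: 0% = neutral control wells and 100% = parthenolide positive control wells; values of inactives mirror those of a sister screen read the other way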
Starred values were filed as active, the others as inactive; ? = inconclusive; nt = no result given. This is a random part of the collection; 4.7% or so of the library scored in one or more.

SMILES	SUMO Mot1 rescue	CDK5 inh	PKA-R1A activ	Arr AP2 block	dFosB act	PKA-R2B activ	Pemphigus Ab inh	SR-BI DiI-HDL act	NSD2 inh	SR-BI HDL uptake	MITF TRPM1 HTS
OC(C#CCN1CCCCCC1)(c1ccccc1)c1cccnc1 (configuration not stated)	6.2	0.9	6.7	-9.4	3.5	1.4	109.3	12.4	-0.7	-12.4	-8.4
[O-]c1n[n+](-c2ccc(Cl)cc2Cl)cc2ccccc12	-13.5	-0.6	-8.2	15.3	-2.3	-4.2	100.5	10.1	-0.7	-10.1	5.3
O=C(C1CCC(CNc2nc(=S)[nH]c3ccccc23)CC1)N1CCN(c2ccccn2)CC1 (configuration not stated)	9.4	-1.3	-2.5	9.4	-6.5	-6.1	96.8	-57.7	4.5	57.8	-23.4
Cc1ccc(NC(=O)/C(C#N)=C/c2ccc(Sc3nc(C)cc(C)n3)o2)cc1	55.0	-0.2	-5.3	-55.5	1.9	-13.3	93.2	-17.7	0.8	17.7	-10.6
C=CCSc1nnc(-c2ccncc2)n1-c1ccc(OCC)cc1	3.9	-0.3	-7.3	-2.4	-6.2	-3.8	97.2	-23.7	0.6	23.7	7.9
N=c1sccn1CC(=O)Nc1ccccc1Sc1ccccc1	4.3	-0.2	-1.9	10.4	1.1	0.1	101.9	11.8	-7.1	-11.8	-1.0
CCn1c(SCC(=O)N/N=C/c2c[nH]c3ccccc23)nnc1-c1ccc(C)cc1	19.7	1.1	-5.9	-7.3	-9.7	-0.6	107.4	-16.1	4.1	16.1	-13.9
CN(C(=O)CCS(=O)(=O)c1cc2c(cc1Cl)NC(=O)CO2)C1CCCCC1	-3.6	1.1	-1.2	-9.7	-1.3	-0.7	100.2	7.6	nt	-7.6	nt
CC(C)(C)c1ccc(-n2ncc3c2CCCC3NC(=O)CN2CCCCC2=O)cc1 (configuration not stated)	18.7	-2.7	-21.9	17.6	-5.3	-1.2	109.2	-5.9	-0.2	5.9	-7.2
Cc1cccc(Cn2c(SCCN3CCOCC3)nc3c2c(=O)n(C)c(=O)n3C)c1	-6.3	1.5	-7.3	6.7	0.1	-1.4	89.3	0.6	nt	-0.6	nt
O=C(CN1C(=O)c2cccc3cccc1c23)N1CCN(c2ccccc2)CC1	-8.2	-0.5	-9.2	-8.6	7.0	3.7	96.6	-3.0	-3.2	3.0	nt
CN(C)c1ccc(C=C2C(=O)OC3(CCCC3)OC2=O)cc1	-9.4	0.9	1.4	-7.5	13.4	-8.6	99.9	7.5	-1.6	-7.5	-2.3
CN(CCOc1ccc(Br)cc1)CC(O)COc1ccc(C#N)cc1 (configuration not stated)	31.7	1.2	-0.8	3.5	-8.7	-5.3	105.3	-9.8	-2.4	9.8	-4.7
COc1cc(CN2CCC(C(=O)NC3CCCC3)CC2)cc(Br)c1O	6.1	2.1	-11.7	-0.3	-2.8	-6.5	102.6	35.0	-0.4	-35.0	3.8
Cc1ccc(CCC(=O)Nc2ncc(Cc3cc(Cl)ccc3Cl)s2)o1	6.2	1.9	2.7	2.0	-5.9	-3.2	102.8	-57.3	3.9	57.3	-42.7
O=C(CSC1=NNC(c2ccccn2)S1)Nc1ccccc1 (configuration not stated)	-16.7	-10.4	-2.7	2.5	6.0	4.6	98.1	-14.7	-3.4	14.7	nt
CCOC(=O)c1nc2nc(-c3cccs3)cc(C(F)(F)F)n2n1	-6.7	-1.0	-5.2	24.9	5.7	1.7	100.7	-13.2	-1.8	13.2	4.2
Cc1coc2c1c(C)cc1oc(=O)c(CC(=O)N[C@@H](CC(C)C)C(=O)O)c(C)c12	-3.7	0.5	-10.0	-7.6	-9.3	3.0	95.8	3.1	-0.5	-3.1	-1.2
O=C(Oc1ccc2ccccc2c1Cl)N1CCCCCC1	-18.7	0.6	2.7	47.1	-8.9	-0.8	97.2	9.8	-5.0	-9.8	?
CCOC(=O)N1C(=O)[C@@](c2ccc(Cl)cc2)(C(C)C)N1C(=O)OCC	156.8	0.8	1.0	29.8	7.4	-5.2	97.4	24.0	nt	-24.0	-41.8
CCc1nc(NCC(C)C)c(C#N)c2c1COC(C)(C)C2	387.7	0.7	-2.5	-4.1	9.8	-14.5	106.2	-34.6	-6.1	34.6	-2.8
CC(=O)N1CCN(C(=O)c2ccc(C)c(S(=O)(=O)N3CCCCC3)c2)CC1	34.3	-0.5	-8.2	-4.5	3.2	-6.1	109.3	-3.7	0.2	3.7	-9.7
Cc1cc(C)c2nc(/N=C(\N)NC(=O)c3ccccc3)nc(C)c2c1	-2.1	-0.6	0.2	-0.6	-11.6	-2.1	102.3	3.2	-2.2	-3.2	nt
CC(C)[C@@H]1NC(=O)N(c2ccc(Oc3ccccc3)cc2)C1=O	-19.0	0.6	-13.6	14.2	-8.9	-8.3	117.7	9.4	-0.2	-9.4	13.7
O=C(Nc1ccccc1C(=O)N1CCN(Cc2ccccc2)CC1)c1ccccn1	113.6	1.4	-17.1	24.7	-9.8	-8.4	101.5	-8.9	-0.3	8.9	-9.6
More entries:
SMILES	SUMO Mot1 rescue	CDK5 inh	PKA-R1A activ	Arr AP2 block	dFosB act	PKA-R2B activ	Pemphigus Ab inh	SR-BI DiI-HDL act	NSD2 inh	SR-BI HDL uptake	MITF TRPM1 HTS
Cc1cc(=O)oc2cc(OCC(=O)N3CC(=O)Nc4ccccc43)c(Cl)cc12	-1.4	-3.2	8.0	2.8	-5.8	-4.7	101.3	-55.8	-0.5	55.8	-9.6
CC(=O)OCC1OC(n2c(-c3ccc(Cl)cc3)ccc(C#N)c2=S)C(OC(C)=O)C(OC(C)=O)C1OC(C)=O (configuration not stated)	nt	2.2	0.8	-1.0	-11.5	-12.7	83.8	0.5	-2.6	-0.5	nt
O=C(CSc1nnc(Cc2cc(=O)[nH]c(=O)[nH]2)n1-c1ccccc1)N1CCCc2ccccc21	66.0	0.0	-7.4	9.0	-5.0	-5.7	103.3	-15.2	-1.0	15.2	-6.2
CN(C(=O)c1ccccc1OCc1ccc(F)cc1)c1c(N)n(Cc2ccccc2)c(=O)[nH]c1=O	nt	0.5	-6.3	35.3	-7.1	4.3	100.4	12.7	-0.2	-12.7	-0.7
CCCCS(=O)(=O)NC1=NCN(CCO)CN1	-9.2	1.0	-9.7	1.6	-1.2	8.1	nt	-11.8	11.4	11.8	-5.5
CCOC(=O)NC(=O)C(=CNc1cccc(OC)c1)C(=O)NC(=O)OCC	10.3	0.8	5.2	0.0	-3.4	2.1	85.4	14.1	-3.3	-14.1	-4.0
CC(C)OCCCn1c(=O)c2ccccc2n2c(CCC(=O)N3CCN(c4ccccn4)CC3)nnc12	-6.6	-3.3	-1.9	11.3	-10.8	-6.1	98.1	5.1	-2.4	-5.1	11.8
CCc1ccc(/C=N/n2c(COc3ccccc3)n[nH]c2=S)cc1	-10.8	2.2	-4.1	-0.5	-4.0	-5.3	101.4	nt	21.6	nt	-4.1
O=C(Nc1ccncc1)c1ccc(F)cc1	122.2	1.3	-1.1	-12.9	-3.5	-3.9	101.3	-8.1	-4.4	8.1	5.7
CS(=O)(=O)NCc1ccc(C(=O)O)cc1	6.0	0.6	-5.3	-26.0	-1.2	-7.0	100.7	22.2	-2.1	-22.2	-9.7
Cc1cccc(NC(=S)N=Nc2c(O)n(C)c3ccc(S(=O)(=O)N4CCOCC4)cc23)c1	nt	-1.3	-7.5	14.0	-4.9	2.9	90.2	-52.3	-2.9	52.3	-13.9
CCOC(=O)N1CCN(C(=O)c2ccc(S(=O)(=O)Nc3ccc(C)cc3)cc2)CC1	13.2	1.4	-5.6	41.1	1.1	0.8	nt	3.8	-1.3	-3.8	-0.9

A second format for 7 compounds above.
SUMO Mot1 rescue	CDK5 inh	PKA-R1A activ	Arr AP2 block	dFosB act	PKA-R2B activ	Pemphigus Ab inh	SR-BI DiI-HDL act	NSD2 inh	SR-BI HDL uptake	MITF TRPM1 HTS	Structure
66.0	0.0	-7.4	9.0	-5.0	-5.7	103.3	-15.2	-1.0	15.2	-6.2	O=C(CSc1nnc(Cc2cc(=O)[nH]c(=O)[nH]2)n1-c1ccccc1)N1CCCc2ccccc21
nt	0.5	-6.3	35.3	-7.1	4.3	100.4	12.7	-0.2	-12.7	-0.7	CN(C(=O)c1ccccc1OCc1ccc(F)cc1)c1c(N)n(Cc2ccccc2)c(=O)[nH]c1=O
-9.2	1.0	-9.7	1.6	-1.2	8.1	nt	-11.8	11.4	11.8	-5.5	CCCCS(=O)(=O)NC1=NCN(CCO)CN1
10.3	0.8	5.2	0.0	-3.4	2.1	85.4	14.1	-3.3	-14.1	-4.0	CCOC(=O)NC(=O)C(=CNc1cccc(OC)c1)C(=O)NC(=O)OCC
-6.6	-3.3	-1.9	11.3	-10.8	-6.1	98.1	5.1	-2.4	-5.1	11.8	CC(C)OCCCn1c(=O)c2ccccc2n2c(CCC(=O)N3CCN(c4ccccn4)CC3)nnc12
-10.8	2.2	-4.1	-0.5	-4.0	-5.3	101.4	nt	21.6	nt	-4.1	CCc1ccc(/C=N/n2c(COc3ccccc3)n[nH]c2=S)cc1
122.2	1.3	-1.1	-12.9	-3.5	-3.9	101.3	-8.1	-4.4	8.1	5.7	O=C(Nc1ccncc1)c1ccc(F)cc1

Source: PubChem BioAssay
